# TrxR1 substrate – substrates of rat thioredoxin reductase 1; purified TrxR1 substrate turnover, NADPH consumption readout; hit rate 0.01% among 390,000; O89049; AID 588456; Potency, µM (doses to about 114 µM), for inactives: at the highest dose activity change, negative = substrate turnover; note: potency is the fitted concentration of half-maximal effect; % is set by controls: 0 for no effect and ±100 for the full control effect; nearly all actives have a fitted effect of over 50% in size
# Target sequence (O89049 whole entry, looked up): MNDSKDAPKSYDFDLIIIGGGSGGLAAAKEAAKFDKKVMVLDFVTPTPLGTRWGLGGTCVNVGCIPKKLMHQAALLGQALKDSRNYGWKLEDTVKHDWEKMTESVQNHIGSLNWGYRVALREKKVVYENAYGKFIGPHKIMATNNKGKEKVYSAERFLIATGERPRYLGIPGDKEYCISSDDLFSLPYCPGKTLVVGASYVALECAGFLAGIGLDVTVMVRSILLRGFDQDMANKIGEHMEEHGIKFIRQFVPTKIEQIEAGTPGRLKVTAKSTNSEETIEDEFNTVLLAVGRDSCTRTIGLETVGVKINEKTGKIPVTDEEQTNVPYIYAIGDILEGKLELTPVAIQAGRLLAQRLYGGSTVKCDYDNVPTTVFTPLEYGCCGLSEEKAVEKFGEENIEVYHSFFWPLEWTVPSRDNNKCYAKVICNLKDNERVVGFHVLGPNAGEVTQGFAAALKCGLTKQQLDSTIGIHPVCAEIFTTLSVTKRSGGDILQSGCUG
#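 Rat TrxR1, dispensed at 90 nM, was prereduced with 400 uM NADPH (final) for 5 min at ~22 deg C, then incubated with compound 15 min before 400 uM selenite. A first-read NADPH fluorescence drop versus no-compound background flagged substrates.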
# Glioma ERSR ind – ER stress response induction in glioma | U87-MG GRP78 promoter luciferase reporter, 16 h | hit rate 0.02% among 420,000 | AID 602332 | Potency, µM, inactives show at the top dose activation, usual class: activators; note: potency is the fitted concentration of half-maximal effect; series mostly up to about 76 µM; % of control where 0% means no effect; nearly all actives have a fitted effect of over 35% in size
#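 ERSR induction read as luciferase luminescence (Bright-Glo, 10 min at room temperature) in stably transfected human U87-MG glioma cells exposed to compounds for 16 h, using GRP78 as sensor.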
# Vif-APOBEC3G blk – blocks the Vif interaction with human APOBEC3G | AID 602310 | hit rate 0.076% among 410,000 | Potency, µM (highest dose often 46.1 µM), for inactives: at the top dose activity, negative = active, most hits filed as inhibitors | Q9HC16 | HeLa A3G-eYFP + Vif (tagged APOBEC3G with the HIV-1 protein that degrades it), YFP fluorescence, overnight;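 note: potency is the fitted concentration of half-maximal effect; % is set by controls: 0 for no effect and ±100 for the full control effect; nearly all actives have a fitted effect of over 60% in size; hits raise eYFP signal because A3G escapes Vif-driven loss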
#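 HeLa cells stably expressing Vif and C-terminally eYFP-tagged A3G, seeded overnight at 37 deg C, then exposed to compound by pintool overnight at 37 deg C. Rise in yellow fluorescence (Ex 488/Em 500-530, Acumen) marks blocked Vif-driven A3G degradation.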
# rTrxR1 inhibitor – blocks rat thioredoxin reductase 1. O89049. recombinant rTrxR1, NADPH fluorescence consumption, selenite substrate. Potency, µM (highest dose often 114 µM), for the others: at the highest dose activity change, negative = inhibition, most hits filed as inhibitors. hit rate 1% among 390,000; note: potency is the fitted concentration of half-maximal effect; % is set by controls: 0 for no effect and ±100 for the full control effect; nearly all actives have a fitted effect of over 65% in size
#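 Rat TrxR1 (90 nM in the dispensed reagent) was pre-reduced with 400 uM NADPH for 5 min at room temperature, then incubated with compound for 15 min. After 400 uM selenite was added, NADPH fluorescence (Ex 340/Em 450 nm) was followed for 8 min.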
# RGS4 inh – inhibitors of human regulator of G protein signaling 4. AID 504845. P49798. Transcreener GDP fluorescence polarization, RGS4-accelerated GTP hydrolysis. hit rate 0.039% among 390,000. Potency, µM (series often up to 114 µM), without a hit: at the highest dose activity change, negative = inhibition, hits mostly inhibitors; note: potency is the fitted concentration of half-maximal effect; % is set by controls: 0 for no effect and ±100 for the full control effect; nearly all actives have a fitted effect of over 75% in size; some results filed as inactive show a strong effect at the top dose
# Target sequence (P49798 whole entry, looked up): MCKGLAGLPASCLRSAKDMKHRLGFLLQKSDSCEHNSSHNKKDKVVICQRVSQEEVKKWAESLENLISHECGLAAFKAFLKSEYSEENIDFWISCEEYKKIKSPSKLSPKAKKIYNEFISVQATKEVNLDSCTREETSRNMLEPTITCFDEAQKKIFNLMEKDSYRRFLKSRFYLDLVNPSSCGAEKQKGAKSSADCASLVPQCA
#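 MLSMR compounds (23 nl, pin-transferred) preincubated 10 min at room temperature with a 500nM (2x) first reagent, then RGS4 at 900nM (2x) plus Transcreener GDP mix added; fluorescence polarization (620/688 nm) read before and after 90 min at 30 °C.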
# Vif-A3F inh – Vif-A3F binding inhibition; HeLa A3F-eYFP + Vif (tagged APOBEC3F with the HIV-1 protein that degrades it), YFP fluorescence increase; Potency, µM (series often up to 46.1 µM), for the others: at the highest dose activity, negative = active; hit rate 0.2% among 390,000; AID 602313; note: potency is the fitted concentration of half-maximal effect; % of control where 0% means no effect; nearly all actives have a fitted effect of over 65% in size
#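 HeLa cells stably expressing Vif plus C-terminally eYFP-tagged A3F were seeded, incubated overnight at 37 deg C, dosed with compound, incubated overnight again at 37 deg C. Yellow fluorescence (Ex 488/Em 500-530) reported blocked Vif-mediated A3F-eYFP degradation.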
# USP1 inh – inhibitors of human USP1/UAF1 deubiquitinase | O94782 | recombinant USP1/UAF1, Ub-Rhodamine cleavage fluorescence | Potency, µM (series often up to 57.1 µM), without a hit: at the top dose activity change, negative = inhibition, most hits filed as inhibitors | hit rate 0.23% among 390,000; note: potency is the fitted concentration of half-maximal effect; % is set by controls: 0 for no effect and ±100 for the full control effect; nearly all actives have a fitted effect of over 60% in size; inactives centre near -12
#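 Step one: compound is pinned into 1nM USP1/UAF1 in HEPES pH 7.8 buffer with TCEP. Step two: 15 min room-temperature incubation. Step three: Ub-Rho (150nM final) starts cleavage, tracked by fluorescence over six one-minute reads.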
# LDHA block – blocks human lactate dehydrogenase A; hit rate 0.15% among 480,000; activity change, % (values are at about 110 or 230 µM); P00338; purified LDHA, NADH/diaphorase-resazurin fluorescence; active compounds read low; AID 1347041; in the data active = activity change below about -30%; inconclusive = mostly about -25% to -30%;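 note: plate controls were DMSO wells for no effect and wells without enzyme for full effect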
#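 LDH5 2 nM; NADH 0.06 mM, pyruvate 0.2 mM; 200 mM Tris pH 7.4, EDTA, Tween-20; 5 min RT. Detection: diaphorase 0.133 mg/mL + resazurin 37 µM, fluorescence ex540/em590 at 0 and 20 min; normalized to enzyme-free and DMSO wells.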
# IDH1 R132H inh – blocks human mutant IDH1 R132H enzyme; O75874; IDH1-R132H enzyme, NADPH consumption, diaphorase/resazurin fluorescence; Potency, µM (top dose mostly 76.6 µM), for inactives: top-dose activity change, negative = inhibition, usual class: inhibitors; hit rate 0.093% among 390,000; note: potency is the fitted concentration of half-maximal effect; % is set by controls: 0 for no effect and ±100 for the full control effect; nearly all actives have a fitted effect of over 65% in size
# Target sequence (O75874 whole entry R132H, stated change not applied): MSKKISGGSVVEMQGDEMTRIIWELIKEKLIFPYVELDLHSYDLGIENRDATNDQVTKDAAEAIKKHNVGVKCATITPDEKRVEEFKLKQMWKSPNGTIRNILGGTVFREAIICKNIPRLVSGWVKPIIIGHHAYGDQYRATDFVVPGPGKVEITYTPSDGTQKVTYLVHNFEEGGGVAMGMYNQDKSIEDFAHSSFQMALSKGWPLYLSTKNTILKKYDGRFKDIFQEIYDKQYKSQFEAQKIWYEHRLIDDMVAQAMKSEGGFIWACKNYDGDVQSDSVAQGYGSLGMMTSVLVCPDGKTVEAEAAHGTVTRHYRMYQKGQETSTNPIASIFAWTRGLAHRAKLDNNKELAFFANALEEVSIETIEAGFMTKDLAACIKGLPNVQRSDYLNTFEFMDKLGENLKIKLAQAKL
#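 IDH1-R132H (0.5 ug/mL dispensed) in pH 7.5 Tris buffer was preincubated 30 min with compound, then given a substrate mix of 0.016 mM NADPH and 2 mM alpha-KG for 80 min at room temperature; remaining NADPH was read by diaphorase/resazurin fluorescence.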
# Starred values were filed as active, the others as inactive; ? = inconclusive; . = no result given; [ ] = dose if it differs, or a comment. Unless noted, calls come from the whole dose curve; as a rule, active = well fitted curve in the direction sought with a large enough effect; inconclusive = small, poorly fitted or top-dose-only effect, or another doubt; inactive = no such curve, though single readings can be large; an effect the other way counts as inactive or inconclusive. Not all compounds are listed; rates above refer to the full screens.
SMILES,TrxR1 substrate,Glioma ERSR ind,Vif-APOBEC3G blk,rTrxR1 inhibitor,RGS4 inh,Vif-A3F inh,USP1 inh,LDHA block,IDH1 R132H inh
Cc1cc(C)c2[nH]c(=O)c(CN(Cc3nnnn3C3CCCC3)C3CCCCC3)cc2c1,12%,-3%,0%,21%,8%,0%,-9%,-4,1%
CCN(CC)C(=O)[C@H]1CC(CC(=O)NCCCOC)C(=O)N2CCc3c([nH]c4ccccc34)[C@]12C (stereo not given in full),-8%,1%,0%,-7%,29%,1%,-5%,-17,-14%
CC(=O)N1CCN(S(=O)(=O)c2cccc(C(=O)NNC(=O)COc3ccc(Cl)cc3C)c2)CC1,-1%[57.1 µM],1%,-7%,2%[57.1 µM],1%,4%,-21%,-8,0%
CC(=O)Nc1cc(-c2ccccc2)ccc1O,-2%,0%,0%,-9%,?,0%,-25%,0,-1%
Clc1ccc2nc(C(Cl)(Cl)Cl)[nH]c2c1,.,-6%,0%,.,.,-6%,-10%,-2,3%
CCCOc1ccc(/C=N/Nc2ccccc2[N+](=O)[O-])c(OCCC)c1,-15%,-2%,1%,-19%,-4%,-2%,-9%,-4,5%
NC(=O)CSc1nnc(Cc2ccc3c(c2)OCO3)n1C1CCCCC1,-4%,-3%,0%,20%,?,-11%,-1%,1,-2%
COc1cccc(C(=O)NNC(=O)c2ccc3ccccc3c2O)c1,-6%,7%,-28%,8%,-3%,8%,-9%,-10,-6%
O=C(CCC1N=C2c3ccccc3N=C(SCc3ccccc3F)N2C1=O)NC1CCCCC1 (stereo not given),-1%[57.1 µM],-7%,-14%,3%[57.1 µM],16%,9%,?,-1,-21%
N=c1sccn1CC(=O)NCc1ccc(Cl)cc1Cl,2%,2%,-1%,16%,-22%,7%,-12%,-5,-1%
Cc1cc(C)c2nc(N(CCCN(C)C)C(=O)c3ccc4c(c3)CCCC4)sc2c1,-7%,-6%,-1%,-11%,-15%,?,-13%,-4,10%
N#C/C(=C\c1ccc(-c2ccccc2Cl)o1)C(=O)Nc1nc2ccccc2s1,-16%,-1%,-4%,-20%,-18%,-1%,2%,-3,-1%
COC(=O)c1ccc(NC(=S)NC(=O)c2cc(-c3ccccc3)nc3ccccc23)cc1,11%[57.1 µM],-4%,-1%,9%[11.4 µM],-3%,-5%,-2%,-7,1%
COC(=O)c1ccc(OC(=O)CCN2C(=O)C3CCCCC3C2=O)cc1 (stereo not given),-5%[57.1 µM],-2%,2%,15%,1%,-6%,-8%,10,3%
CCc1nc2ccccc2n1CC1CC1(Cl)Cl (stereo not given),-1%[57.1 µM],-4%,2%,11%[57.1 µM],-2%,10%,-15%,-6,3%
CCOc1ccc2nc(SC3CC(=O)N(c4ccc(C)cc4)C3=O)sc2c1 (stereo not given),0%,-3%,0%,-2%,-22%,-10%,2%,-1,10%
O=C(Cn1nnc2ccccc21)c1ccc([N+](=O)[O-])cc1,5%,2%,3%,13%,-5%,-2%,-13%,0,3%
O=C(NCC(c1ccco1)N1CCOCC1)c1cccc(Cl)c1 (stereo not given),0%[57.1 µM],4%,0%,4%[57.1 µM],-3%,4%,-14%,5,7%
CC(C)c1ccc(NC(=O)CSC2=Nc3ccccc3C3=NC(CC(=O)NCCc4ccccc4)C(=O)N23)cc1 (stereo not given),-1%[57.1 µM],4%,-2%,8%[57.1 µM],-50%,-10%,-17%,1,-15%
COC(=O)c1ccc(N2CCN(C)CC2)c(NC(=O)c2cccs2)c1,2%,-2%,2%,15%,-2%,-38%,-17%,1,0%
O=C1SC(Nc2ccccc2)C(=O)N1c1ccccc1 (stereo not given),-7%,.,.,-2%,5%,.,.,-4,.
O=C(N=NC(=O)c1ccc2c(O)n(CC3CCCO3)c(O)c2c1)c1cccnc1 (stereo not given),4%,3%,-2%,11%,-6%,10%,-17%,-1,3%
CC(C)N1CCN(CCCc2ccccc2)CC1CCO (stereo not given),1%,0%,4%,14%,7%,0%,-3%,-16,-5%
COCCCNc1nc2c(c(=O)[nH]c(=O)n2C)n1CC(O)COc1ccccc1 (stereo not given),2%[57.1 µM],-3%,0%,18%[57.1 µM],11%,-8%,7%,-7,3%
O=C(Nc1ccc2ccccc2c1)c1ccc(Cl)cc1Cl,-1%[57.1 µM],-3%,-4%,-1%[57.1 µM],20%,-4%,-11%,-1,3%
CC(=O)c1sc(NC(=O)c2c(F)cccc2F)nc1C,-14%,-4%,-1%,13%[57.1 µM],-11%,3%,-2%,-6,0%
C(=N\Nc1ncnc2nc[nH]c12)/c1cccs1,-11%,1%,-3%,0%,6%,3%,-5%,-12,2%
CCN1C(=O)CC2CCCC1C2 (stereo not given),9%[11.4 µM],-4%,-3%,21%[11.4 µM],3%,16%,-7%,-6,9%
O=C(COC(=O)CCCN1C(=O)c2cccc3cccc(c23)C1=O)Nc1cccc(C(F)(F)F)c1,4%,-2%,1%,-6%,-2%,0%,-5%,1,0%
CCCCC[n+]1cccc2c3ccccc3ccc21,390%[activator],-5%,8%,?,3%,-5%,-20%,-15,17%

# One compound at a time (already shown). Values in the order: TrxR1 substrate | Glioma ERSR ind | Vif-APOBEC3G blk | rTrxR1 inhibitor | RGS4 inh | Vif-A3F inh | USP1 inh | LDHA block | IDH1 R132H inh
# Record of CC(=O)Nc1cc(-c2ccccc2)ccc1O = -2% | 0% | 0% | -9% | ? | 0% | -25% | 0 | -1%
# Record of CCCCC[n+]1cccc2c3ccccc3ccc21 = 390%[activator] | -5% | 8% | ? | 3% | -5% | -20% | -15 | 17%

# The list continues:
SMILES,TrxR1 substrate,Glioma ERSR ind,Vif-APOBEC3G blk,rTrxR1 inhibitor,RGS4 inh,Vif-A3F inh,USP1 inh,LDHA block,IDH1 R132H inh
COc1ccccc1C(=O)N1CCN(c2ccc(N3CCOCC3)nn2)CC1,58%[activator],-6%,-1%,-4%,-22%,-8%,-15%,-1,6%
Cc1ccc(NC(=O)c2c(C)cc(C)nc2SCC(=O)Nc2ccc(Br)cc2)cc1,2%,2%,-5%,20%,-1%,-2%,-20%,0,-1%
CC1CN(C2CCN(C(=O)c3cccc(Cl)c3)CC2)CC(C)O1 (stereo not given),-5%,-5%,0%,-11%,-17%,1%,-16%,-15,5%
CC(C)c1cc(CN2CCOCC2)cc(C(C)C)c1O,5%,-4%,-1%,?,-13%,-8%,-20%,0,0%
C[C@@H]1CN(Cc2cn(C)nc2-c2cccc(Cl)c2)C[C@H](C)O1,16%[57.1 µM],-3%,-3%,40%[activator][57.1 µM],-27%,2%,0%,-12,7%
CC(C)Sc1nc(N2CCOCC2)c2c3c(sc2n1)COC(C)(C)C3,-9%,2%,3%,-6%,-14%,-6%,-17%,1,0%
COc1ccc(NC(=O)c2cc(-c3cc(OC)c(OC)c(OC)c3)nc3ccccc23)c(OC)c1,-14%,-4%,-2%,-1%,36%,11%,-10%,-4,-1%
CCc1nnc(NC(=O)CN2C(=O)c3ccccc3C2=O)s1,10%,-2%,2%,12%,12%,1%,-7%,-11,2%
O=C(Nc1ccc2c(c1)OCO2)c1ccc([N+](=O)[O-])cc1[N+](=O)[O-],1%,7%,0%,4%,-23%,1%,-17%,9,7%
CCOC(=O)c1cc(-c2ccc(C)cc2)n(CCC(=O)NCCc2ccc(C)cc2)c1C,-3%,1%,1%,1%,-12%,0%,?,-6,-2%
CCn1c(NCc2cc(Cl)ccc2O)nc2ccccc21,4%[57.1 µM],-5%,2%,25%[57.1 µM],10%[56.9 µM],-4%,-10%,-2,-11%
O=C(O)CCCC(=O)Nc1ccc(-n2ccc(C(F)(F)F)n2)cc1,6%,-5%,1%,25%,10%,-1%,-5%,0,0%
CCCNC(=O)C1CCC(Cn2c(=O)c3sccc3n(Cc3ccccc3C)c2=O)CC1 (stereo not given),4%[57.1 µM],-2%,1%,12%[57.1 µM],5%,4%,-18%,-4,-4%
O=C(NC1CCCCCC1)c1cc2c(=O)n3ccccc3nc2s1,217%[activator],4%,-28%,39%[activator],-14%,-18%,?,-6,27%

# Compounds from the list above that contain a furan ring, fused or not, in the order listed:
SMILES,TrxR1 substrate,Glioma ERSR ind,Vif-APOBEC3G blk,rTrxR1 inhibitor,RGS4 inh,Vif-A3F inh,USP1 inh,LDHA block,IDH1 R132H inh
N#C/C(=C\c1ccc(-c2ccccc2Cl)o1)C(=O)Nc1nc2ccccc2s1,-16%,-1%,-4%,-20%,-18%,-1%,2%,-3,-1%
O=C(NCC(c1ccco1)N1CCOCC1)c1cccc(Cl)c1 (stereo not given),0%[57.1 µM],4%,0%,4%[57.1 µM],-3%,4%,-14%,5,7%

# Part of the list above, reduced to LDHA block, Glioma ERSR ind and rTrxR1 inhibitor.
canonical_smiles	LDHA block	Glioma ERSR ind	rTrxR1 inhibitor
CC(C)c1cc(CN2CCOCC2)cc(C(C)C)c1O	0	-4%	?
C[C@@H]1CN(Cc2cn(C)nc2-c2cccc(Cl)c2)C[C@H](C)O1	-12	-3%	40%[activator][57.1 µM]
CC(C)Sc1nc(N2CCOCC2)c2c3c(sc2n1)COC(C)(C)C3	1	2%	-6%
COc1ccc(NC(=O)c2cc(-c3cc(OC)c(OC)c(OC)c3)nc3ccccc23)c(OC)c1	-4	-4%	-1%

# High-throughput results from PubChem BioAssay.
